Source: PubChem BioAssay (several laboratories)
human PMI inhibitors: human PMI inhibitors, high substrate, primary screen, biochemical, fluorescence intensity, high mannose 6-phosphate (AID 1220); inhibition, % at 20 µM; hits with a dose series show IC50 in µM; 190,000 compounds, 0.66% hits; Mannose-6-phosphate isomerase (Homo sapiens); recombinant PMI enzyme, coupled fluorescence intensity; higher % means a stronger effect
Siah-1 displacement: Siah-1 peptide-binding antagonists, primary screen, biochemical, fluorescence polarization, rhodamine-plectin, uHTS (AID 1817) | E3 ubiquitin-protein ligase SIAH1 (Homo sapiens) | Siah-1 / rhodamine-plectin peptide fluorescence polarization; higher % means a stronger effect | displacement, % at 20 µM, or IC50 in µM where a hit was titrated | 290,000 compounds, 0.02% hits;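 active means displacement of at least 50% at 20 µM, with a fluorescence ratio check between 0.3 and a set limit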;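 further: plate controls were Siah plus tracer with DMSO for no effect and tracer alone without Siah for full effect; strong numbers were not always called active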
Myeloid diff 2: induction of myeloid progenitor differentiation, primary screen, cell-based, flow cytometry, MLPCN library; ER-HoxA9 myeloid progenitors, lysozyme-GFP differentiation; 360,000 compounds, 1% hits; calls only at 10 µM;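 active means normalized GFP-positive differentiation at or above the plate's own cutoff, the solvent-only control mean plus 3 SD; inconclusive means no clear call, values can overlap the other calls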;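 further: cells exposed to compound for four days before flow analysis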
PMI inhibitors: inhibitors of human PMI, primary screen, biochemical, fluorescence intensity, coupled assay (AID 1209); one-dose inhibition, % at 20 µM; IC50 in µM for titrated hits; Mannose-6-phosphate isomerase (Homo sapiens); purified PMI enzyme, coupled fluorescence intensity; higher % means a stronger effect; 190,000 compounds, 0.42% hits;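 further: plate controls were DMSO vehicle for no effect and wells lacking substrate for full effect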
PhoP inhibition: inhibitors of PhoP regulon expression, primary screen, Salmonella Typhimurium, GFP reporter (AID 1863); S. Typhimurium PhoP-regulated promoter GFP reporter, 4 h; higher % means a stronger effect; inhibition, % at 50 µM; hits with a dose series show IC50 in µM; 300,000 compounds, 0.16% hits;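 active means inhibition over 29.93%, a cutoff 3 SD above the screen mean, later confirmed by dose response; inconclusive means inhibition over 29.93% but no dose response follow-up; inactive means inhibition at most 29.93% or unconfirmed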;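 further: 0% = low Mg2+ inducing control and 100% = high Mg2+ repressing control; strong numbers were not always called active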
TNAP activation fold: human TNAP enzyme activators, primary screen, biochemical, luminescent, no phosphate acceptor, uHTS (AID 1001). Alkaline phosphatase, tissue-nonspecific isozyme (Homo sapiens). purified TNAP, luminescent activation assay, no phosphate acceptor; higher activation fold means a stronger effect. activation fold at 20 µM, or EC50 in µM where a hit was titrated. 200,000 compounds, 0.03% hits; in the data active means activation fold from about 3, or a potency from the dose series; inactive means the rest, 99 in 100 with activation fold below about 1.6; further: many of its hits are not listed in these tables
RSV antiviral HEp-2: RSV antiviral activity via CPE protection, HEp-2 cells, primary 10 µM value included (AID 2391) | 310,000 compounds, 0.13% hits | HEp-2 cells, RSV-induced CPE inhibition; higher % means a stronger effect | CPE inhibition, % at 10 µM; hits with a dose series show IC50 in µM; in the data active means a potency from the dose series; inconclusive means CPE inhibition mostly from about 23% at the one dose, without a potency; inactive means the rest, 99 in 100 with CPE inhibition below about 21%; further: strong numbers were not always called active
XIAP displacement: XIAP antagonists, biochemical, IAP family, fluorescence polarization (AID 1018); XIAP BIR domain, fluorescence polarization peptide displacement; higher % means a stronger effect; displacement, % at 20 µM, or IC50 in µM where a hit was titrated; 200,000 compounds, 0.007% hits; in the data active means displacement above about 50%; further: a part of the inactive calls stands beside numbers as strong as those of hits
WT yeast gro inh: growth inhibition of WT strain, primary screen, mitochondrial fusion inhibitor project, WT and mutant strains, chemical genetic; mitochondrial fusion phenotypic screen; inhibition, % at 10 µM; 190,000 compounds, 2.1% hits; in the data active means inhibition above about 58%; tested in S. cerevisiae
WT yeast gro inh mutant strain: further read-out of WT yeast gro inh, marked with its call; inhibition, %; mitochondrial fusion phenotypic screen, mutant strain inhibition
Myeloid diff 2 GFP+ MAC1+ %: also measured in Myeloid diff 2; calls as there; GFP+ MAC1+ double positive, %; measured here: differentiation confirmed by MAC1 staining
Numbers without * were called inactive; i = inactive; ? = inconclusive; . = not tested or not shown; + = active, no number; & = joins results of further samples. Unless noted, no stated cut-off is given here; in the data, active means inhibition above about 50%; inactive means the rest.

Values run as follows: human PMI inhibitors	Siah-1 displacement	Myeloid diff 2	Myeloid diff 2 GFP+ MAC1+ %	PMI inhibitors	PhoP inhibition	TNAP activation fold	RSV antiviral HEp-2	XIAP displacement	WT yeast gro inh	WT yeast gro inh mutant strain
- Cc1ccc(C(=O)CCC(=O)Nc2cccnc2)cc1C
  3%	1%	i	1.1	5%	-9%	1.1	0.8%	-2.7%	26	7
- c1ccc(-c2cn(-c3ccccc3)c3[n+]2CCS3)cc1
  10%	-4%	+	.	-4%	3%	1.1	-0.4%	-6.3%	28	12
- O=c1[nH]c(CN2CCN(c3ccccc3O)CC2)nc2scc(-c3ccccc3Cl)c12
  .	6%	i	0.4	.	-8%	.	5.3%	.	.	.
- Cc1ccc(S(=O)(=O)c2n[nH]n3c2nc(=O)c2ccccc23)cc1
  5%	0%	i	1.0	-4%	1%	1	1.3%	-5.5%	2	-1
- NC(=O)c1c(N)sc(=S)n1-c1ccccc1
  -3%	0%	i	0.4	2%	-1%	1.1	2.0%	0.4%	6	22
- COc1ccc(Cl)cc1N1C(=NC(=O)C2CCCO2)SC2CS(=O)(=O)CC21 (stereo not given)
  .	9%	i	0.4	.	1%	.	0.4%	.	.	.
- CC(=O)/C(N=Nc1ccc(C(=O)O)cc1)=C(\C)O
  .	0%	i	0.1	.	-11%	.	-1.1%	.	.	.
- CCOC(=O)c1cc(-c2ccccc2)sc1NC(=O)C(C)C
  6%	7%	i	0.6	9%	10%	1.1	1.3%	-8.3%	7	1
- COc1ccc(-n2c(N)c(C#N)c3ccc([N+](=O)[O-])cc3c2=O)cc1
  52%*	-9%	i	0.2	15%	-7%	1	2.0%	-3.7%	-3	1
- CNC(=S)N1N=C(c2ccc(OC)cc2)CC1c1ccc(Cl)cc1Cl (stereo not given)
  12%	0%	i	0.2	14%	6%	1.1	5.2%	-14%	40	42
- CCOC(=O)c1c(C)[nH]c(C)c1S(=O)(=O)NCCc1ccc(SC)cc1
  .	-3%	i	0.0	.	-3%	.	17%	.	.	.
- CCn1c(SCC(=O)N2CCc3ccccc3C2)nc2sc(C)c(C)c2c1=O
  11%	3%	i	0.8	15%	-5%	1	2.4%	1.0%	8	16
- COc1c(C=O)cc2c3c1CCCN3CCC2
  .	3%	i	0.8	.	1%	.	1.6%	.	.	.
- C=CCOc1ccc(CN(C)CC(=O)Nc2ccccc2[N+](=O)[O-])cc1
  -4%	7%	i	0.9	-3%	-1%	1.1	2.5%	0.3%	27	31
- CCOc1ccccc1C(=O)N1c2ccccc2Sc2ccccc21
  5%	0%	i	1.4	10%	20%	1.1	11%	-6.8%	48	12
- Cc1ccc(O)c(N=Nc2ccc(S(=O)(=O)N3CCOCC3)cc2)c1
  8%	1%	i	1.0	8%	-1%	0.8	0.6%	-7.8%	-6	-2
- CC1(C)CC(=O)C=C(NC2CCCCCC2)C1
  0%	0%	i	0.1	-5%	-2%	1.2	0.3%	-3.1%	-6	1
- O=C(NCCN1CCCC1)c1ccc(Cn2c(=S)[nH]c3ccc(Br)cc3c2=O)cc1
  -29%	20%	i	0.4	-25%	5%	1	0.0%	-5.6%	8	18
- Cc1cc(NC(=O)CSCc2ccc([N+](=O)[O-])cc2)no1
  -6%	1%	i	0.2	-7%	-3%	1.1	1.5%	-3.9%	17	11
- c1ccc2c(c1)OC(CCCN1CCCCC1)c1ccccc1S2 (stereo not given)
  -11%	-8%	i	1.8	-10%	2%	1	-2.4%	-12%	56	61
- O=C(Nc1cccc([N+](=O)[O-])c1)C1C2/C=C\CCCCC21 (stereo not given)
  -6%	2%	i	0.5	-3%	-8%	1	-0.1%	0.2%	0	-6
- COc1cccc(C(=O)Nc2c3c(nn2-c2cccc(C)c2C)CS(=O)C3)c1OC (stereo not given)
  8%	4%	i	1.6	8%	12%	1.1	1.9%	-5.4%	-1	1
- O=C(Nc1ccccc1C(=O)N1CCCC1)c1ccc(Cl)cc1Cl
  .	1%	i	3.4	.	-3%	.	-0.2%	.	.	.
- CC(C)CC(=O)NC(=S)Nc1cc(C(F)(F)F)ccc1N1CCOCC1
  16%	2%	i	0.3	20%	-6%	1.1	3.6%	1.7%	-15	-1
- CCN(c1ccc(OC)cc1)S(=O)(=O)c1csc(C(=O)N2CCCC2)c1
  .	4%	i	7.9	.	-2%	.	-0.9%	.	.	.
- COCC(=O)N(Cc1nc2sc(C)c(C)c2c(=O)[nH]1)C1CCCCC1
  .	-2%	i	0.1	.	-5%	.	0.3%	.	.	.
- CC(C)c1nc(SCC(=O)N2CCN(c3ccccc3)CC2)c2c(=O)n(C)c(=O)n(C)c2n1
  2%	0%	?	.	7%	9%	1.1	.	-4.3%	46	29
- Cc1ccc(NC2OC(CO)C(O)C(O)C2O)cc1 (stereo not given)
  -7%	-4%	i	7.7	-2%	-5%	1.1	1.2%	-4.7%	.	.
- Cc1ccc(Cl)cc1NS(=O)(=O)c1cc2[nH]c(=O)c(=O)[nH]c2cc1C
  .	-1%	i	3.8	.	-7%	.	2.4%	.	.	.
- CCN(CC)C(=O)Oc1ccc2c(c1)O/C(=C\c1ccco1)C2=O
  .	4%	i	1.1	.	-1%	.	1.1%	.	.	.
- COc1ccc(/C=C/C(=O)NC(=S)NNC(=O)c2cccs2)cc1
  -30%	-10%	i	0.5	-20%	1%	1.8	0.6%	-4.5%	-15	16
- CC(C)Cn1c(N)c(C(=O)COC(=O)c2ccccc2Cl)c(=O)n(C)c1=O
  -2%	2%	i	0.1	1%	-2%	1.1	2.4%	-13%	15	-3
- CCCCN1CCCC1CNC(=O)c1cc(C#N)c2ccccc2c1OC (stereo not given)
  -1%	5%	.	.	2%	0%&-4%	1.1	-1.9%	-5.5%	-8	6
- O=C(CSCc1cnn(-c2ccccc2)c1-n1cccc1)N1CCN(Cc2ccccc2)CC1
  1%	-4%	i	1.4	0%	0%	1	22%	-4.3%	63*	41*
- CCC(=O)Nc1cc2nn(-c3ccc(C)cc3)nc2cc1C
  -3%	-2%	i	0.1	-3%	-9%	1	1.4%	-2.8%	-2	5
- O=C(NCCO)C1CCN(S(=O)(=O)c2ccc(F)cc2)CC1
  7%	3%	i	0.8	10%	4%	1.1	0.3%	-1.4%	15	17
- CC1CCCCN1C(=O)CSc1nc2c(c(=O)n(C)c(=O)n2C)n1C (stereo not given)
  .	13%	i	0.4	.	-6%	.	1.8%	.	.	.
- COc1cccc(N(CC(=O)NC(C)c2ccccc2)S(C)(=O)=O)c1 (stereo not given)
  8%	0%	i	1.0	4%	-4%	1.1	0.5%	-4.9%	.	.
- CCOC(=O)c1ccc(NC(=O)NCc2ccc(OC)cc2)cc1
  -8%	-2%	i	0.3	-8%	-7%	1.1	3.6%	-7.0%	5	5
- O=C(CSc1ccccn1)N/N=C/c1ccccc1[N+](=O)[O-]
  -9%	-10%	i	1.0	0%	9%	1	1.5%	-4.0%	1	-2
- CCCCNc1cc(C)nc(NCc2ccccc2)n1
  1%	5%	i	0.9	1%	4%	1.1	6.9%	-3.9%	55	48
- CC1CCN(CCCCOc2ccc(Br)cc2)CC1
  -5%	0%	i	0.1	3%	4%	1	2.6%	-4.6%	1	31
- COc1ccccc1-n1c(C)cc(/C=C2/C(=N)N3C(=NC2=O)SN=C3S(C)(=O)=O)c1C
  -12%	6%	i	0.2	-47%	-3%	1	11µM*	-2.7%	-11	-4

Filtered by structure, the entries above containing a Cl atom
Values run as follows: human PMI inhibitors	Siah-1 displacement	Myeloid diff 2	Myeloid diff 2 GFP+ MAC1+ %	PMI inhibitors	PhoP inhibition	TNAP activation fold	RSV antiviral HEp-2	XIAP displacement	WT yeast gro inh	WT yeast gro inh mutant strain
- O=c1[nH]c(CN2CCN(c3ccccc3O)CC2)nc2scc(-c3ccccc3Cl)c12
  .	6%	i	0.4	.	-8%	.	5.3%	.	.	.
- COc1ccc(Cl)cc1N1C(=NC(=O)C2CCCO2)SC2CS(=O)(=O)CC21 (stereo not given)
  .	9%	i	0.4	.	1%	.	0.4%	.	.	.
- CNC(=S)N1N=C(c2ccc(OC)cc2)CC1c1ccc(Cl)cc1Cl (stereo not given)
  12%	0%	i	0.2	14%	6%	1.1	5.2%	-14%	40	42
- O=C(Nc1ccccc1C(=O)N1CCCC1)c1ccc(Cl)cc1Cl
  .	1%	i	3.4	.	-3%	.	-0.2%	.	.	.
- Cc1ccc(Cl)cc1NS(=O)(=O)c1cc2[nH]c(=O)c(=O)[nH]c2cc1C
  .	-1%	i	3.8	.	-7%	.	2.4%	.	.	.
- CC(C)Cn1c(N)c(C(=O)COC(=O)c2ccccc2Cl)c(=O)n(C)c1=O
  -2%	2%	i	0.1	1%	-2%	1.1	2.4%	-13%	15	-3
